Tb PFK block: blocks T. brucei phosphofructokinase; O15648; T. brucei PFK, ADP-Glo luminescence; Potency, µM (series often up to 57.5 µM), inactives show at the top dose activity, negative = inhibition, actives largely listed as inhibitors; 330,000 compounds, 0.17% hits; AID 485367;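 also: potency is read from the fitted curve at half-maximal effect; 0% = uninhibited 1x PFK enzyme wells and -100% = no-enzyme wells; nearly all actives have a fitted effect of over 60% in size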
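PFK 1.25 nM, F6P 0.5 mM, ATP 0.1 mM, 0.1 M TEA pH 8.0, 5 mM MgCl2, 0.01% Tween20, 0.1% BSA; 45 min RT. ADP-Glo readout. qHTS titration up to 57 uM; curves fitted, compounds curve-classed.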
B2AR arrestin: agonists driving beta-arrestin recruitment to human beta2-adrenergic receptor; P07550; beta-arrestin recruitment to beta2AR, cell-based reporter; Potency, µM (titrated, usually from 46.1 µM), for the others: at the highest dose activation, usual class: activators; 330,000 compounds, 0.02% hits;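 also: potency is read from the fitted curve at half-maximal effect; 0% = DMSO controls and full agonism = EC100 isoproterenol or metaproterenol; nearly all actives have a fitted effect of over 65% in size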
uPA surface inh: blocks generation of uPA at the cell surface | cell surface uPA generation assay, qHTS | Potency, µM (highest dose often 38.3 µM), for inactives: at the highest dose activity change, negative = inhibition, actives largely listed as inhibitors | 330,000 compounds, 0.31% hits; active = well fitted inhibition curve with a large enough effect; inconclusive = small, poorly fitted or top-dose-only effect; inactive = no such curve, though single readings can be large or run the other way; tested in mouse RAW 264.7 cells; also: potency is read from the fitted curve at half-maximal effect; % is scaled to controls: 0 for no effect and ±100 for the full control effect; nearly all actives have a fitted effect of over 55% in size
TCR act: activators of T cell receptors | 330,000 tested, under 10 active | primary human leukocytes, anti-CD3, IL-2 HTRF, 48 h | Potency, µM (top dose mostly 9.22 µM), without a hit: at the highest dose activation of IL-2 secretion, actives largely listed as activators; also: % of control where 0% means no effect
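Activity was scored as IL-2 release from primary human leukocytes given only a TCR signal (a-CD3 beads) plus compound for 48 hr. Detection used a two-antibody HTRF format read at 665nm.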
USP2a inh: USP2a (human) protease inhibition. USP2 core, Ub-CHOP2 coupled fluorogenic reporter, 485/531. Potency, µM (highest dose often 38.3 µM), for the others: at the top dose activity change, negative = inhibition, hits mostly inhibitors. 330,000 compounds, 0.01% hits. AID 463254;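 also: potency is read from the fitted curve at half-maximal effect; plate controls were DMSO wells for no effect and full inhibition by NEM control for full effect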
Target sequence (O75604 whole entry, looked up): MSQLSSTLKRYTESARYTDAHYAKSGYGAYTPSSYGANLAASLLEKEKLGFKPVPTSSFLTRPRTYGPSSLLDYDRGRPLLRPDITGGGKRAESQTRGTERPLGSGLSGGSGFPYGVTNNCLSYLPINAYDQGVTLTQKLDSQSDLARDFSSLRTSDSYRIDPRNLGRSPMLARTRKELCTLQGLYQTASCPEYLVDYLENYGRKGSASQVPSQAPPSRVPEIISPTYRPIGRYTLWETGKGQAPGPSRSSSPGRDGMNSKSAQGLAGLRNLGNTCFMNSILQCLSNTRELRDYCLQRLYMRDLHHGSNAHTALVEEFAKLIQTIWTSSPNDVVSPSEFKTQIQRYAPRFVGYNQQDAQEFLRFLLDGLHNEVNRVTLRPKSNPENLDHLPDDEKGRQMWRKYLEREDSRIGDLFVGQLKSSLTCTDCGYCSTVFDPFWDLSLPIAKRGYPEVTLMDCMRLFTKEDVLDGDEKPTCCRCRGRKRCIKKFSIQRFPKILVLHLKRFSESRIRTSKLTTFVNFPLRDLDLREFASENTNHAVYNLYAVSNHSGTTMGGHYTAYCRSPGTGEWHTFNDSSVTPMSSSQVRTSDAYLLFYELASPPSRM
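Cell-free coupled assay: 10nM USP2 core preincubated 30min RT with compound in Tris-HCl pH 8.0/CaCl2/CHAPS buffer, then 25nM Ub-CHOP2 and 25nM reporter substrate; fluorescence (Ex 485/Em 531) read after 60min RT, normalized to NEM inhibition, concentration-response curves fitted.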
BCR signal inh: inhibitors of chronic active B-cell receptor signaling; ABC-DLBCL IkBa-CBG/CBR reporter, luminescence ratio, 4 h; Potency, µM (series often up to 46.1 µM), inactives show top-dose ratio change, negative = lower green/red ratio, hits mostly inhibitors; 340,000 compounds, 0.05% hits; AID 493014; active = well fitted inhibition curve with a large enough effect in the signal ratio, with a control signal flat, not every such curve was filed as active; inconclusive = small, poorly fitted or top-dose-only effect, or effect the other way, or a change in a side signal; the % refers to the signal ratio;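 also: potency is read from the fitted curve at half-maximal effect; plate controls were basal doxycycline-induced cells for no effect and cells given 10 µM MG132 for full effect; MG132 reads +100%, hits lower the ratio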
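TMD8 human ABC-DLBCL cells with doxycycline-inducible IκBα–green luciferase fusion and unfused red luciferase, in 0.5% FBS medium; compounds up to 46 uM, 4 h at 37C. Green/red luminescence ratio, filter-overlap corrected, fitted to concentration-response curves.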
TSG101-PTAP inh: blocks PTAP/TSG101 interaction to inhibit HIV-1 budding; Q99816; Fluorescence polarization, FITC-PTAP peptide / Tsg101 binding; Potency, µM (series often up to 115 µM), for the others: top-dose activity change, negative = inhibition, usual class: inhibitors; 340,000 tested, under 10 active; AID 493005; active = well fitted inhibition curve with a large enough effect in the main read-out, with a control signal flat, not every such curve was filed as active; inconclusive = small, poorly fitted or top-dose-only effect, or effect the other way, or a change in a side signal; inactive = no such curve, though single readings can be large or run the other way; also: potency is read from the fitted curve at half-maximal effect; % of control where 0% means no effect
Target sequence (Q99816 whole entry, looked up): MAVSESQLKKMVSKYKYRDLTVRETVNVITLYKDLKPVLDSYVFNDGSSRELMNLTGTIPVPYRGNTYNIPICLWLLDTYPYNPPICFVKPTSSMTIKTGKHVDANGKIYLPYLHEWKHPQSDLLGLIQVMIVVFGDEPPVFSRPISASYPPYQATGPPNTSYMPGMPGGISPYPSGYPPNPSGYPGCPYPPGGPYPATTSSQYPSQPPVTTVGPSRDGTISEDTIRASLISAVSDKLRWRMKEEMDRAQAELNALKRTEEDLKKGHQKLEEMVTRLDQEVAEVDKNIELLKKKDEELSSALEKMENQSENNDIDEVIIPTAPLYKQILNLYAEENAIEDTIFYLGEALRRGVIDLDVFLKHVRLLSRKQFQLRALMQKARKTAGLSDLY
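Tsg101 binding domain (10 uM final) was mixed with compound and a FITC-labeled PTAP peptide (50 nM final) in HEPES pH 7.5 buffer with NaCl, Tween 20, EDTA and TCEP; fluorescence polarization was read after 20 min at r.t.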
ELG1 repair inh: blocks ELG1-dependent DNA repair in HEK293T cells; 330,000 compounds, 2.3% hits; AID 504467; HEK293T ELG1-luciferase reporter, luminescence, 16 h; DNA damage induced by 5-fluorouridine; Potency, µM (highest dose often 46.1 µM), without a hit: top-dose activity change, negative = inhibition, usual class: inhibitors; also: potency is read from the fitted curve at half-maximal effect; % is scaled to controls: 0 for no effect and ±100 for the full control effect; nearly all actives have a fitted effect of over 55% in size
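Luminescence from the luciferase reporter, measured 30 min after ONE-Glo reagent at room temperature, was the read-out. Beforehand, 2,000 cells per well were exposed for 16 hr at 37 °C to 5-fluorouridine together with compound or vehicle.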
TSHR antag: blocks TSH signaling through the human TSH receptor; P16473; activity change, negative = inhibition, % at 11.5 µM; 330,000 compounds, 0.2% hits; TSHR-expressing cells, TSH-stimulated cAMP HTRF, 2 h; active compounds read low; AID 504810;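 active = activity change below a set negative limit, meaning inhibition stronger than a set level, cut at about -70% in these data; inconclusive = activity change between two set negative limits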; also: % is scaled to controls: 0 for no effect and ±100 for the full control effect
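Competitive HTRF cAMP read-out (cryptate anti-cAMP antibody, cAMP-d2; 30 min, room temperature) in freshly harvested TSHR cells. Compounds added before TSH at EC80 (4nM final), followed by 2 hours' incubation at 37 deg C.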
Eya2 phos inh: inhibitors of human Eya2 phosphatase activity. AID 488837. 330,000 compounds, 0.006% hits. recombinant Eya2, OMFP fluorescence dephosphorylation (OMFP is methylfluorescein phosphate). O00167. Potency, µM (doses to about 76.9 µM), for the others: at the highest dose activity, negative = inhibition, actives largely listed as inhibitors; also: potency is read from the fitted curve at half-maximal effect; % is scaled to controls: 0 for no effect and ±100 for the full control effect
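Eya2 protein (added as 0.2 uM solution) was preincubated with compound for 10 min at ambient temperature in 50 mM HEPES pH 7.5, 50 mM NaCl, 5 uM MgCl2, 0.05% BSA, 1 mM DTT. OMFP (added at 50 uM) then reacted 10 min; fluorescence read at 485/525 nm.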
Mito fusion act: mitochondrial division inhibition or fusion activation | S. cerevisiae fusion-defective mutant growth rescue, CellTiterGlo 48 h | 320,000 compounds, 0.23% hits | Potency, µM (series often up to 46.1 µM), inactives show top-dose growth rescue (activation), usual class: activators;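 also: potency is read from the fitted curve at half-maximal effect; % of control where 0% means no effect; nearly all actives have a fitted effect of over 45% in size; temperature-sensitive fusion mutants such as fzo1-1 at 37 °C on non-fermentable ethanol glycerol medium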
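Growth-rescue viability read-out: after 48 h at the non-permissive 37C in glycerol/ethanol YPEG, yeast mitochondrial fusion mutants are measured by CellTiterGlo luminescence; compounds (23 nl pinned per well) restoring growth score as division inhibitors or fusion activators.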
Active calls of the source: *; u = inconclusive; x = not tested or not shown; [ ] = another dose, or the depositor's remark. Unless noted, calls follow the shape of the dose curve; as a rule, active = well fitted curve in the direction sought with a large enough effect; inconclusive = small, poorly fitted or top-dose-only effect, or another doubt; inactive = no such curve, though single readings can be large; an effect the other way counts as inactive or inconclusive.

(1) Cc1ccccc1OCC(=O)N1CCN(C(=O)COc2ccccc2C)CC1
(2) C/C(=N\Nc1ccccn1)c1ccc(N2CCOCC2)cc1
(3) COc1ccccc1NC(=O)N(Cc1ccco1)Cc1cc2cccc(C)c2[nH]c1=O
(4) Cc1[nH]c2ccccc2c1C(=O)C(=O)NCc1cccs1
(5) c1cnc(SCCOc2ccc3c(c2)CCC3)nc1
(6) Oc1ccc(C=Nc2ccccc2-c2nc3ccccc3[nH]2)cc1
(7) Cc1cc(C)cc(-n2nc(C)cc2N)c1
(8) CC(C)NC(=O)C1(O)c2ccccc2NC(=O)N1c1ccc(Cl)c(Cl)c1 (configuration not stated)
Assay by compound,1,2,3,4,5,6,7,8
Tb PFK block,-2%,-1%,0%,-1%,1%,u,3%,5%
B2AR arrestin,0.5%,0.3%,-0.9%,0.3%,-0.2%,-0.7%,0.5%,-0.2%
uPA surface inh,-2%,-2%,-3%,1%,3%,-1%,x,-1%
TCR act,1%,-1%,7%,4%,0%,2%[46.1 µM],-4%,8%
USP2a inh,2%,-1%,-1%,1%,3%,3%,0%,-3%
BCR signal inh,-2%,-1%,u,7%,u,26%,u,-7%
TSG101-PTAP inh,2%,-3%,-4%,-2%,-2%,-2%,-6%,-5%
ELG1 repair inh,-7%,u,u,20%,u,u,12%,18%
TSHR antag,-3,-3,2,3,-2,11,34,-3
Eya2 phos inh,-15%,-11%,5%,-19%,-7%,21%,9%,8%
Mito fusion act,-2%,-8%,8%,0%,6%,5%,-3%,-3%

Looked up by structure from the list above, two records:
(7) Cc1cc(C)cc(-n2nc(C)cc2N)c1
(5) c1cnc(SCCOc2ccc3c(c2)CCC3)nc1
Assay by compound,7,5
Tb PFK block,3%,1%
B2AR arrestin,0.5%,-0.2%
uPA surface inh,x,3%
TCR act,-4%,0%
USP2a inh,0%,3%
BCR signal inh,u,u
TSG101-PTAP inh,-6%,-2%
ELG1 repair inh,12%,u
TSHR antag,34,-2
Eya2 phos inh,9%,-7%
Mito fusion act,-3%,6%

The list continues:
Screens by letter: A = Tb PFK block; B = B2AR arrestin; C = uPA surface inh; D = TCR act; E = USP2a inh; F = BCR signal inh; G = TSG101-PTAP inh; H = ELG1 repair inh; I = TSHR antag; J = Eya2 phos inh; K = Mito fusion act
[9] Cc1cc(-c2c(C)[nH]n(-c3ccccc3)c2=O)n[nH]1
  A: 2%; B: 0.3%; C: 5%; D: 6%; E: 2%; F: 0%; G: -3%; H: u; I: -3; J: 13%; K: 6%

[10] CCCOC(=O)CN1C(=O)c2ccc(C(=O)OCCC)cc2C1=O
  A: -4%; B: -0.6%; C: 8%; D: 0%; E: 0%; F: 3%; G: -3%; H: 2%; I: 1; J: -2%; K: 1%

[11] CCN(CC(=O)Nc1cccc(OC)c1)CC(=O)Nc1cccc2ccccc12
  A: -8%; B: 0.4%; C: -6%; D: 1%; E: -2%; F: -6%; G: -2%; H: u; I: -22; J: 7%; K: 4%

[12] O=C(/C=C/Sc1ccc(C(F)(F)F)cn1)c1ccccc1
  A: 0%; B: -0.6%; C: 0%; D: -5%; E: 2%; F: u; G: -2%; H: 21%; I: 0; J: -27%; K: -4%

[13] CCOC(=O)c1sc(NC(=O)CC2OC(=O)c3ccccc32)nc1C (configuration not stated)
  A: 8%; B: 0.9%; C: -1%; D: 6%; E: 1%; F: u; G: 1%; H: -21%; I: 0; J: -22%; K: -1%

[14] O=C(CSc1ccc(-c2cccs2)nn1)NCCc1ccccc1
  A: 0%; B: -0.1%; C: -7%; D: 5%; E: 2%; F: 1%; G: -6%; H: -5%; I: 8; J: 3%; K: 0%

[15] Cc1cc(F)c(F)c(C(=O)N2CCOCC2)c1
  A: -5%; B: 3.1%; C: 5%; D: 3%[46.1 µM]; E: 2%; F: -1%; G: -6%; H: -17%; I: 18; J: -4%; K: 1%

[16] COc1ccc(NC(=O)c2nc3nccc(C)n3n2)cc1S(=O)(=O)N1CCOCC1
  A: 0%; B: -0.5%; C: 8%; D: 8%[46.1 µM]; E: 3%; F: u; G: -2%; H: 1%; I: -2; J: 5%; K: x

[17] Cc1ccc(COCCN2CCN(S(=O)(=O)c3ccc(C)cc3)CCC2=O)cc1
  A: 7%; B: -0.3%; C: 0%; D: 6%; E: -2%; F: 2%; G: -4%; H: -16%; I: 3; J: 4%; K: 9%

[18] COc1ccc(S(=O)(=O)N2CCC(Nc3ccccc3Cl)CC2)cc1
  A: 3%; B: 0.2%; C: 6%; D: -1%; E: 0%; F: 6%; G: x; H: -11%; I: -19; J: 2%; K: -3%

[19] O=c1oc2ccccc2c(N2CCCC2)c1CN1CCCC1
  A: 0%; B: 0.4%; C: 1%; D: -5%; E: -1%; F: u; G: -7%; H: -3%; I: -14; J: -5%; K: 2%

[20] Cc1ccccc1-n1c(SCC(=O)N2CCCCC2)nc(O)cc1=O
  A: 0%; B: -0.2%; C: 6%; D: -1%; E: 0%; F: 6%; G: -3%; H: -5%; I: -6; J: -1%; K: 1%

[21] C[C@H](CO)N1C[C@H](C)[C@@H](CN(C)S(=O)(=O)c2ccccc2)Oc2ccc(NC(=O)CCN3CCOCC3)cc2C1=O
  A: -3%; B: 0.1%; C: -6%; D: 0%; E: 5%; F: 4%; G: -5%; H: 8%; I: 7; J: -11%; K: x

[22] COc1cccc(C2/C(=C(/O)c3ccc4c(c3)CC(C)O4)C(=O)C(=O)N2c2nnc(C)s2)c1 (configuration not stated)
  A: -10%; B: 0.1%; C: -1%; D: 6%; E: 3%; F: 4%; G: 0%; H: 5%; I: -11; J: -3%; K: -1%

Single entries from above.
TSG101-PTAP inh with no. 17 = -4%
USP2a inh with no. 9 = 2%
TSHR antag with no. 21 = 7
USP2a inh with no. 18 = 0%
BCR signal inh with no. 22 = 4%

An excerpt from above, showing only USP2a inh:
| cpd | SMILES | USP2a inh |
| --- | --- | --- |
| 17 | Cc1ccc(COCCN2CCN(S(=O)(=O)c3ccc(C)cc3)CCC2=O)cc1 | -2% |
| 18 | COc1ccc(S(=O)(=O)N2CCC(Nc3ccccc3Cl)CC2)cc1 | 0% |
| 19 | O=c1oc2ccccc2c(N2CCCC2)c1CN1CCCC1 | -1% |
| 20 | Cc1ccccc1-n1c(SCC(=O)N2CCCCC2)nc(O)cc1=O | 0% |
